# From PubChem BioAssay
# Kir21 block: blocks the mouse Kir2.1 inward-rectifier potassium channel. P35561. HEK293-Kir2.1, FluxOR thallium flux fluorescence; active compounds read low. B-score at 10 µM. actives 0.85% (n = 310,000);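 active = fluorescence ratio B-score at or below minus 3 SD of library scores, with starting-brightness B-score within 2 SD, cut at about -4.2 in these data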;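 note: channel flux triggered by added potassium and thallium sulfate stimulus; B-score of peak minus minimum fluorescence over baseline after thallium stimulus; more negative B-score means stronger Kir2.1 block with less thallium influx; some compounds called inactive have numbers as strong as hits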
# Target sequence (P35561 whole entry, looked up): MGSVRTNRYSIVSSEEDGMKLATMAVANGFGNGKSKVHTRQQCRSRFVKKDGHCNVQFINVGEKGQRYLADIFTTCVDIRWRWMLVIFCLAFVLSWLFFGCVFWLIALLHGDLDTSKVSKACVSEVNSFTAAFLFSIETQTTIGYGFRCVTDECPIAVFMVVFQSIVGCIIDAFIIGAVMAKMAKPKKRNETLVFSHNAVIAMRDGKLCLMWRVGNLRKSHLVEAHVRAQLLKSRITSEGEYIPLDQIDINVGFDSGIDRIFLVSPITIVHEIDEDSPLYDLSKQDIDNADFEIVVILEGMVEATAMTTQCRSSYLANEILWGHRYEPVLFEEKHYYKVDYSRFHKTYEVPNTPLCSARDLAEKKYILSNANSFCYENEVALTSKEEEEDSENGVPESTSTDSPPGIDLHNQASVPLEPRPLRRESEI
# CHT inh: human CHT choline transport inhibition; actives 0.86% (n = 310,000); CHT-expressing cells, membrane potential dye, choline response; active compounds read low; B-score at 10 µM;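 active = B-score over 3 SD under the library average, and starting fluorescence ratio not unusually high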;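 note: choline stimulus applied at its EC90 after an EC20 pre-addition; B-score computed on integrated fluorescence ratio after choline addition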
# Target sequence (Q9GZV3 whole entry, looked up): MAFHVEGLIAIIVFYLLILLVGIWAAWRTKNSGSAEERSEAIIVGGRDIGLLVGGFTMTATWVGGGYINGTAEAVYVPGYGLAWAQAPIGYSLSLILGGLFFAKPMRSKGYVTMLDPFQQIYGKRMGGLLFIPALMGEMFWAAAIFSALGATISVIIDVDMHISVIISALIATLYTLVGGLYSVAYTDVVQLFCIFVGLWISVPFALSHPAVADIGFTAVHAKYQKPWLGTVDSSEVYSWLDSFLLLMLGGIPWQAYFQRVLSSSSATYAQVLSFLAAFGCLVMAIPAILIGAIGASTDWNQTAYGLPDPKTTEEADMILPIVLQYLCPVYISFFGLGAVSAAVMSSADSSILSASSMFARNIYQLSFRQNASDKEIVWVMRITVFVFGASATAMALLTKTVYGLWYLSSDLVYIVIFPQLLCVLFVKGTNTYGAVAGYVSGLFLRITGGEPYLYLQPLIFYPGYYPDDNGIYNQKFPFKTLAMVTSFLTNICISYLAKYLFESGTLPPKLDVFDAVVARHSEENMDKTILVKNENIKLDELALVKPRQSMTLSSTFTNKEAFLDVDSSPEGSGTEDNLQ
# An asterisk follows results filed as active; i = inactive.
SMILES,Kir21 block,CHT inh
COc1ccc(CN(C(=S)Nc2ccccc2)C2CC(=O)N(c3ccc(F)cc3)C2=O)cc1 (stereo not given),0.32,i
CC(NC(=O)NCC1CCCO1)(C(F)(F)F)C(F)(F)F (stereo not given),-0.01,i
CC(C)(C)c1nc(CN2CCOCC2)ccc1O,0.34,i
COc1ccc(/C=N/NC(=O)c2cccc([N+](=O)[O-])c2)cc1O,0.09,i
Cc1cc(NC(=O)CCCC(=O)NCc2cccs2)no1,0.3,i
Cn1c(N)c(C(=O)COC(=O)CSc2ccccc2)c(=O)n(C)c1=O,-0.37,i
Cc1ccc(CNS(=O)(=O)c2cc3c(cc2C)NC(=O)CO3)cc1,0.9,i
Cc1ccc(C(=O)CSc2nnc(-c3ccncc3)n2C)cc1,-0.16,i
CSc1ccccc1NC(=O)COC(=O)CCc1ccccc1,1.8,i
Cc1cc(C)cc(NCc2cc3c(cc2[N+](=O)[O-])OCO3)c1,-0.18,i
COc1ccc(/C=N/NC(=O)CC(=O)NC2CCCCC2)cc1,-0.01,i
Cc1ccc(Nc2nc(C)c(CCC(C)C)c(=O)[nH]2)cc1,1.1,i
Cc1ccc(C2CC(c3ccccc3)=NN2C(=O)CSc2nnc(-c3ccncc3)n2C)o1 (stereo not given),-0.08,i
Cc1cc(C(=O)N/N=C/c2cccs2)no1,0.05,i
COc1ccc(C2CC(c3ccccc3)=NN2C(=O)COC(=O)c2cc(S(=O)(=O)N3CCOCC3)ccc2F)cc1 (stereo not given),1.2,i
Cc1cccn2c(=O)c(/C=C(\C#N)C(=O)NCc3ccccc3)c(N3CCC(C(N)=O)CC3)nc12,-1.2,i
CS(=O)(=O)c1ccc2nc(NC3(C(F)(F)F)N=C4SCCN4C3=O)sc2c1 (stereo not given),-0.35,i
Cc1cc(Cl)ccc1Oc1cccc(C(=O)/C(C#N)=C/N(C)C)c1,-0.38,i
CCCCCNC(=O)C1c2ccccc2Oc2ccccc21,0.48,i
COc1ccc(S(=O)(=O)Nc2ccccc2C(=O)NCc2cccnc2)cc1C,0.28,i
Cc1nc2ccccn2c(=O)c1NC(=O)c1cccs1,-0.35,i
CC1(C)CC(=O)C2=C(C1)N(Cc1cccnc1)C(=O)C2(NC(=O)c1cccnc1)C(F)(F)F (stereo not given),-1.6,i
CCOC(=O)N1CCN(C(=O)CN(c2cccc(C(F)(F)F)c2)S(C)(=O)=O)CC1,0.34,i
O=C(Cn1nnc(-c2ccccc2)n1)OCc1ccccc1,0.04,i
CCN(CC)CCn1c(NCc2cc(OC)ccc2OC)nc2ccccc21,-3.4,i
Cc1cc(=O)oc2cc(OCC(=O)OCC(=O)Nc3ccc(C(C)C)cc3)ccc12,0.76,i
O=C(Nc1ccc(C(=O)O)cc1)Nc1cccc2ccccc12,0.36,i
CNCc1ccccc1Sc1cccc2ccccc12,-15*,i
COc1cccc(CNC(=O)Cn2cccc2C(=O)c2ccccc2C)c1,0.54,i
COc1ccc(/C=N/n2cnnc2SCc2ccc(OC)cc2)cc1,1.4,i
Cc1ccc(CCNC(=O)c2cc(-c3ccncc3)nc3ccccc23)cc1,1.6,i
Cc1ccc(C)c(S(=O)(=O)N2CCN(CC(=O)NC(=O)NCc3ccccc3)CC2)c1,0.87,i
O=C(CCCc1cccs1)Nc1nc2c(s1)CCCC2,-1.2,i
Cc1ccc(NC(=O)C2CCCC2)cc1Cl,2.3,i
CCCCn1c(SCC(N)=O)nc2ccc(N3CCOCC3)cc2c1=O,0.24,i
CCCCN1C(=O)C(NC(=O)C2CC2)(C(F)(F)F)C2=C1CC(C)(C)CC2=O (stereo not given),1.4,i
COc1c2c(nc3occc13)C(CC=C(C)C)(OC)C(=O)C=C2 (stereo not given),-2,i
Cc1onc(C(=O)N2CCN(Cc3ccccc3)CC2)c1[N+](=O)[O-],0.18,i
CCOC(CNC(=O)C(=O)Nc1cc2c3c(c1)CC(=O)N3CCC2)OCC,0,i
CN(C(=O)Cn1cccc1C1=NC(c2ccccc2)CO1)c1ccccc1 (stereo not given),-4.7*,i
COc1ccc(CNC(=O)CCSCc2cccc(Cl)c2)c(OC)c1,0.72,i
CC12CCC(=O)N1C(C(=O)Nc1ccc(S(=O)(=O)N3CCCCC3)cc1)CS2 (stereo not given),-0.44,i
COc1ccc(Br)c(OC)c1C(=O)NC(=O)Nc1c(F)cccc1F,1.1,i
COc1ccc2nc3c(cc2c1)c(NC(=O)C1CCCO1)nn3CC(C)C (stereo not given),1.9,i
CN(CC(=O)Nc1ccccc1Br)C(=O)c1cccn1C,1.3,i
COc1ccc(C2(CCN=Cc3ccc(N(C)C)cc3)CCOC(C)(C)C2)cc1 (stereo not given),-2.4,i
CCOc1ccc(C2/C(=C(/O)c3ccc(OC)cc3)C(=O)C(=O)N2c2cc(C)on2)cc1OC (stereo not given),-0.16,i
O=C(NCC(=O)N(c1cccc(F)c1)C(C(=O)NC1CCCC1)c1ccncc1)c1cccs1 (stereo not given),1.9,i
Cc1ccc(NC(=O)C2CCCN(S(=O)(=O)c3cccnc3)C2)cc1C (stereo not given),-0.13,i
CCC(C)(C)NC(=O)C(c1ccc(OC)cc1)N(C(=O)CCC(=O)Nc1cc(C)on1)c1ccc(F)cc1 (stereo not given),-1.1,i
COc1ccccc1C(=O)NCCC(=O)NC1CCCC(C)C1C (stereo not given),-0.26,i
COc1ccc(F)cc1S(=O)(=O)N1CC(C)CC(C)C1 (stereo not given),-6.2*,i
COc1cccc(-c2csc(N3CCN(C(=S)Nc4cccc(Cl)c4)CC3)n2)c1,0.48,i
O=C(Oc1ccc(C(=S)N2CCOCC2)cc1Cl)c1ccccc1F,-5.8*,i
CCOC(=O)C(C#N)(Cc1cc(OC)cc(OC)c1)Cc1cc(OC)cc(OC)c1,1.9,i
O=C(CNC(=O)c1ccc(Br)o1)NNC(=O)c1ccccc1O,0.06,i
CCC(CC)C(=O)Nc1cc([N+](=O)[O-])ccc1Cl,-0.33,i
CCCCC(=O)NNC(=S)NC(=O)c1ccc([N+](=O)[O-])cc1,0.52,i
CCCC(C)NC(=O)CN1C(=O)c2cccc3cccc1c23 (stereo not given),1.4,i
Cc1ccc2c(CN3CCOCC3)cc(=O)oc2c1,0.07,i
# New compounds follow.
SMILES,Kir21 block,CHT inh
C=CCCC(=O)N1CCC(n2nccc2NC(=O)c2ccccc2C)CC1,0.77,i
CCOc1ccc(N2CC(C(=O)NC3CCCC3)CC2=O)cc1 (stereo not given),-0.61,i
Cc1cc2cc3c(=O)[nH]c(=O)[nH]c3nc2cc1C,0.69,i
O=C(NCc1nnc2n1CCCCC2)c1ccc(Cl)cc1Cl,-0.48,i
COc1cc([N+](=O)[O-])ccc1NC(=O)CSc1ccccn1,0.3,i
Cc1ccc(C)c(NC(=O)C(CC(=O)O)C2CCCO2)c1 (stereo not given),-0.01,i
Cc1ccsc1C(=CCCN1CCC[C@@H](C(=O)O)C1)c1sccc1C,0.41,i
NC(=O)c1ccsc1NC(=O)c1ccc(S(=O)(=O)N2CCCC2)cc1,-2.1,i
CC(C)(C)c1ccccc1N=Cc1ccc2ccccc2n1,0.68,i
Fc1ccc(N2CCN(Cc3cnc(Cl)s3)CC2)cc1,-0.12,i
Cc1ccc(C)c(N2CCN(C(=O)c3ccc4nc(N5CCOCC5)sc4c3)CC2)c1,0.34,i
Cc1cccc(OCc2nc(-c3cccnc3)no2)c1,-0.41,i
CCCCOCCCNC(=O)Cc1cccs1,0.6,i
COc1cc2cc(C(c3nnnn3C3CCCC3)N3CCc4ccccc43)c(=O)[nH]c2cc1OC (stereo not given),-1.1,i
COc1cc([N+](=O)[O-])c2nccnc2c1,0.66,i
CCNC(=S)N(Cc1c(C)noc1C)c1ccccc1,-3.5,i
Cc1n(CC(O)COCc2ccccc2)c2ccccc2[n+]1C (stereo not given),-0.04,i
O=C(/C=C(/c1ccc(Cl)cc1)n1cncn1)c1ccccc1,-3.5,i
Cc1nnc(SCC(=O)Nc2cc(C(C)(C)C)nn2-c2ccccc2)s1,2.1,i
COc1cc(OC)c(C(=O)OC(C)C(=O)Nc2cc(C(F)(F)F)ccc2Cl)cc1OC (stereo not given),-1.4,i

# Entries listed so far with a thiophene ring, fused or not (eight):
SMILES,Kir21 block,CHT inh
Cc1cc(NC(=O)CCCC(=O)NCc2cccs2)no1,0.3,i
Cc1cc(C(=O)N/N=C/c2cccs2)no1,0.05,i
Cc1nc2ccccn2c(=O)c1NC(=O)c1cccs1,-0.35,i
O=C(CCCc1cccs1)Nc1nc2c(s1)CCCC2,-1.2,i
O=C(NCC(=O)N(c1cccc(F)c1)C(C(=O)NC1CCCC1)c1ccncc1)c1cccs1 (stereo not given),1.9,i
Cc1ccsc1C(=CCCN1CCC[C@@H](C(=O)O)C1)c1sccc1C,0.41,i
NC(=O)c1ccsc1NC(=O)c1ccc(S(=O)(=O)N2CCCC2)cc1,-2.1,i
CCCCOCCCNC(=O)Cc1cccs1,0.6,i

# Later entries:
SMILES,Kir21 block,CHT inh
COc1ccc(OC(=O)COc2cccc(C)c2)cc1,0.2,i
COc1ccc(C(=O)NCc2cccnc2)cc1OC,0.92,i
O=C(c1ccsc1)N1CCCC(N2CCN(c3cccc(Cl)c3)CC2)C1 (stereo not given),0.09,i
CCSc1nnc(-c2ccc(Cl)cc2Cl)o1,-1.1,i
COc1ccccc1NC(=O)c1sc2ncn(Cc3cccc(C)c3)c(=O)c2c1C,0.43,i
COC(=O)c1[nH]c2ccccc2c1NC(=O)CN1CC(C)OC(C)C1 (stereo not given),-0.47,i
Cc1ccc(CN2CC(C(=O)N3CCN(S(=O)(=O)c4cccc(F)c4)CC3)CC2=O)cc1 (stereo not given),-0.4,i
COc1ccc(OC)c(CNC(=O)CCN2C(=O)COc3ccccc32)c1,0.89,i
CC1CCCN(C(=S)NCc2ccccc2)C1 (stereo not given),0.02,i
COc1ccccc1CNC(=O)CSc1nc2nc(C)cc(C)n2n1,-0.72,i
CCOc1ccc(CN2CCCN(C)CC2)cc1,0.13,i
COc1ccc(-c2onc(C)c2-c2ccc3c(c2)OCCO3)c(O)c1,-0.52,i
Cn1c(=O)oc2cc(S(=O)(=O)N3CCC(C(=O)Nc4ccc(OC(F)(F)F)cc4)CC3)ccc21,0.19,i
CC1C(c2ccccc2)N(C)C(c2ccccc2)CC1(O)c1ccccc1 (stereo not given),0,i
c1nc(COc2nsnc2N2CCOCC2)cs1,0.37,i
CCOC(=O)NC(=O)COC(=O)CNC(=O)c1cccc(OC)c1,-0.61,i
NC(=O)c1ccc(NC(=O)COC(=O)c2ccc([N+](=O)[O-])cc2)cc1,0.71,i
CCCCNC(=O)c1sc(=S)n(-c2ccccc2OC)c1N,-1.2,i
O=C(c1cc2c(=O)oc3ccccc3c2s1)N1CCOCC1,-1.5,i
CN(Cc1ccccc1)C(=O)CSc1cc(=O)n(C)c2ccccc12,-1.1,i
Cc1noc(C)c1C(=O)OCC(=O)/C=C1\N(C)c2ccccc2C1(C)C,0.01,i
CCSc1nc(-c2ccccc2)nc(C(Cl)Cl)n1,-0.63,i
O=C(Nc1ccccc1OC(F)F)c1ccc(-n2cncn2)c([N+](=O)[O-])c1,1.1,i
COc1ccc(Cn2nnnc2C(c2ccccn2)N2CCN(c3cc(Cl)ccc3C)CC2)cc1 (stereo not given),0.31,i
Cc1cccc(OCC(=O)Nc2nccs2)c1C,3,i
CN(C)CCCOc1ccc(C(C)(C)c2ccccc2)cc1,-6.6*,i
O=C1C2ON(c3ccc(Br)cc3)C(c3cccnc3)C2C(=O)N1C1CCCCC1 (stereo not given),0.29,i
CC1Cc2ccccc2N1Cc1cc(=O)c(OCC(=O)Nc2ccccc2)co1 (stereo not given),0.52,i
COc1cc(CCC(=O)OCC(=O)N2CCc3ccccc32)cc(OC)c1OC,-1.2,i
Cc1ccc(CNC(=O)C2CCC(=O)N(CC3CCCCC3)C2)o1 (stereo not given),-0.47,i
CCN(Cc1nc2ccccc2n1C)c1ccccc1,0.07,i
Cc1cc(=O)n2[nH]cc(C(=O)O)c2n1,-0.15,i
Cn1cccc1Cc1nnc(SCC(=O)Nc2ccc(F)cc2)n1CCc1ccccc1,0,i
COc1cccc(-n2nnc3c(=O)n(C/C=C/c4ccccc4)cnc32)c1,-1.9,i
CCOP(=O)(c1ccccc1)C1(C#N)CCCC1 (stereo not given),-0.13,i
CCCS(=O)(=O)N1CCC(CCOc2ccccc2)(C(=O)OCC)CC1,-0.75,i
Cc1cnc(NC(=O)c2ccco2)s1,0.14,i
COc1ccccc1-n1c(C)nnc1SCC(=O)NCc1ccccc1,-1.5,i
COc1ccc(N2C(=O)CC(Sc3nnnn3-c3ccc(F)cc3)C2=O)cc1 (stereo not given),0.74,i
COc1ccc(-c2csc(NC(=O)C3=NN(c4ccccc4)C(=O)CC3)n2)cc1,0.8,i

# Full records, looked up by structure. Screens in order: Kir21 block	CHT inh
# COc1cc(CCC(=O)OCC(=O)N2CCc3ccccc32)cc(OC)c1OC across the screens: -1.2	i
# CCN(Cc1nc2ccccc2n1C)c1ccccc1 across the screens: 0.07	i
# COc1ccc(Cn2nnnc2C(c2ccccn2)N2CCN(c3cc(Cl)ccc3C)CC2)cc1 (stereo not given) across the screens: 0.31	i
# Cn1cccc1Cc1nnc(SCC(=O)Nc2ccc(F)cc2)n1CCc1ccccc1 across the screens: 0	i
# CN(C)CCCOc1ccc(C(C)(C)c2ccccc2)cc1 across the screens: -6.6*	i

# The listing continues.
SMILES,Kir21 block,CHT inh
COc1cc(NC(=O)c2cccc(F)c2)ccc1NC(=O)c1cc2ccccc2o1,0.66,i
CCn1c(SCC(=O)Nc2nccs2)nnc1-c1ccc(S(=O)(=O)N2CCCCCC2)cc1,1.2,i
Cc1cc(Nc2ccc(C(=O)N3CCCCC3)cc2)c2cccc(C)c2n1,2.5,i
OC(COc1ccccc1)Cn1cc(Br)cn1 (stereo not given),1,i
CCN(CC)CCCNC(=O)Cn1ncc2c(=O)oc3ccc(C)cc3c21,-1.7,i
